# hIAP block = human IAP inhibition; P09923; purified IAP, CDP-Star luminescence, 30 min; inhibition, % at 10 µM; 0.12% of 330,000 active; AID 2544;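 active = inhibition reaching a set limit with compound at 10 µM in the primary screen, cut at about 35% in these data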;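 note: plate controls were DMSO wells with enzyme for no effect and no-enzyme buffer wells for full effect; values of inactives mirror those of a sister screen read the other way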
# Target sequence (P09923 whole entry, looked up): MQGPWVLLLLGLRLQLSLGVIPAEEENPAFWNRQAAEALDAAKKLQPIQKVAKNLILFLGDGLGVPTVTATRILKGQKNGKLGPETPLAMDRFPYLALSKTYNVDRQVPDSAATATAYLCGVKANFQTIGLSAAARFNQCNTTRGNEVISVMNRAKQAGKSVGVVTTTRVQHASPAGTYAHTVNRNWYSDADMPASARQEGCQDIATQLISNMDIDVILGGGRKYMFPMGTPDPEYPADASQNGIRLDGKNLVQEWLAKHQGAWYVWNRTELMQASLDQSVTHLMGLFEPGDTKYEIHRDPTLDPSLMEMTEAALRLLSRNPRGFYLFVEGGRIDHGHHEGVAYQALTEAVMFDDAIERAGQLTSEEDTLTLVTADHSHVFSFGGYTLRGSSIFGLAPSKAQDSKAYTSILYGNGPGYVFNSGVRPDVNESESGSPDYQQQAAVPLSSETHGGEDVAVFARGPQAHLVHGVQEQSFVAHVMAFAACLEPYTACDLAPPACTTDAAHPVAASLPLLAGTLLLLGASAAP
# mIAP inh = mouse IAP inhibition. 0.2% of 330,000 active. purified mouse IAP, CDP-Star luminescence, 30 min. inhibition, % at 10 µM. AID 2806;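 active = inhibition of at least 40% at 10 µM in the primary screen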;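 note: plate controls were DMSO with enzyme for no effect and no enzyme wells for full effect; values of inactives mirror those of a sister screen read the other way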
# hIAP act = human IAP activation. activation factor at 10 µM. 0.16% of 330,000 active. AID 2524. purified human IAP, CDP-Star luminescence, 30 min; active compounds read high; 1 = vehicle-only enzyme, 0 = enzyme-free background;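 active = activation factor of the enzyme at least 2-fold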; note: the source names both 10 and 20 µM as test concentration; values of inactives mirror those of a sister screen read the other way
# ATG4B inhibitor = blocks human ATG4B protease cleavage of LC3 substrate | Q9Y4P1 | ATG4B cleavage of LC3-PLA2, NBD-HPC fluorescence, 1 h | inhibition, % at 8.33 µM | 0.51% of 340,000 active | AID 504462; in the data active = inhibition above about 40%
# Target sequence (Q9Y4P1 whole entry, looked up): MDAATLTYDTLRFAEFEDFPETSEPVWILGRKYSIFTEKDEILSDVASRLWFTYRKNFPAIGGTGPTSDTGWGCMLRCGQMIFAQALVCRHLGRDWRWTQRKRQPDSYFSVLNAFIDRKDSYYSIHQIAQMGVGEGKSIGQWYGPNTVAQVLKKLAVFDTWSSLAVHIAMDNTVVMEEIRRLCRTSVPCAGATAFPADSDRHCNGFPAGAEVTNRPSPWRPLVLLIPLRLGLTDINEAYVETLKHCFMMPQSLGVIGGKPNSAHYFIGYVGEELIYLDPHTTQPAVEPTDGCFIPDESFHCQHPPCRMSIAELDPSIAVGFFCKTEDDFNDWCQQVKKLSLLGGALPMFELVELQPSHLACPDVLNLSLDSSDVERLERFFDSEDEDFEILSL
# HKDC1 inh = inhibitors of human hexokinase HKDC1 | Q2TB90 | recombinant HKDC1, G6PDH/diaphorase resazurin coupled fluorescence | inhibition, % at 20 µM | 0.16% of 340,000 active;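 active = inhibition above about 35% when tested at 20 µM, limit read from the data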;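 note: plate controls were DMSO wells with enzyme for no effect and DMSO wells lacking enzyme for full effect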
#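 Material – in-house recombinant HK5 (HKDC1) enzyme · Quantity – HKDC1 at 5 µg/mL · Buffer or medium – pH 8.0 Tris buffer with 10 mM MgCl2 · Reagent – glucose with 1 mM ATP · Dosing – single 20 µM dose · Times – reaction time 90 min, room temperature, protected from light · Technique – resorufin fluorescence at 613 nm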
# mIAP activ = increases mouse intestinal alkaline phosphatase activity | muIAP, CDP-Star luminescence, 30 min; active compounds read high; 1 = vehicle-only enzyme signal, 0 = enzyme-free wells | activation factor at 10 µM | 0.24% of 330,000 active | AID 2805;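 active = activation factor of at least 2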; note: the source names both 10 and 20 µM as test concentration; values of inactives mirror those of a sister screen read the other way
#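 System: mouse IAP enzyme. Reagent: CDP-Star chemiluminescent phosphatase substrate. Benchmarks: DMSO wells, no-enzyme wells. Times: 30 min enzyme-substrate-compound incubation at room temperature. Detection: luminescence from enzymatic CDP-Star hydrolysis. Doses: test compounds delivered from DMSO solution.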
# PfGluPho inh = PfG6PD (Plasmodium falciparum) enzyme inhibition | 0.78% of 350,000 active | inhibition, % at 20 µM | PfGluPho enzyme, NADPH resazurin-diaphorase fluorescence;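 active = inhibition reaching at least a set limit at 20 µM in the primary screen, cut at about 59% in these data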;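 note: 0% = DMSO wells with substrate and 100% = DMSO wells lacking glucose-6-phosphate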
# APOBEC3A inh = blocks human APOBEC3A ssDNA deamination; recombinant A3A, FAM/TAMRA ssDNA deamination fluorescence; P31941; AID 493011; 0.41% of 330,000 active; inhibition, % at 20 µM;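 active = at least 40% inhibition at 20 µM here, with at most 30% in a related deaminase screen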;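 note: plate controls were A3A with DMSO for no effect and wells lacking A3A enzyme for full effect; some results filed as inactive read as strong as hits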
# Active calls of the source: *; nt = not tested or not shown.
SMILES,hIAP block,mIAP inh,hIAP act,ATG4B inhibitor,HKDC1 inh,mIAP activ,PfGluPho inh,APOBEC3A inh
Cn1c(/C(C#N)=C(\O)CN2CCN(Cc3ccccc3)CC2)nc2ccccc21,-11.7,9.4,1.12,-10.7,0.7,0.906,-25.1,-4.7
COc1ccc(NC(=O)CN2C(=O)NC3(CCCC3)C2=O)cc1,3.4,5.5,0.966,-8.6,-3.1,0.945,-4.3,0.9
COc1ccc(N2CCSC2C(=O)NN)cc1 (stereo not given),10.9,16.7,0.891,-2.6,-7.8,0.833,-14.1,-16.0
CCOc1ccc(CN(C)C(C)C(=O)NCCc2ccc(F)cc2)cc1 (stereo not given),-6.3,-1.9,1.06,-8.7,-4.7,1.02,7.1,-4.6
c1ccc(-c2ccc(-c3ccccn3)s2)nc1,13.7,1.1,0.863,6.6,-3.1,0.989,-5.6,-4.0
Cn1c(NC(=O)c2ccc(S(=O)(=O)N3CCOCC3)cc2)cc(=O)n(C)c1=O,-21.7,-8.7,1.22,-3.2,-7.5,1.09,-14.9,-4.5
O=C(Nc1ccccc1C(=O)N1CCCCC1)c1ccc(Cl)cc1Cl,-8.5,-5.4,1.08,5.8,5.8,1.05,-23.3,-0.1
COc1ccccc1C(=O)C1CCCN(C(=O)c2cn3cc(Cl)ccc3n2)C1 (stereo not given),-12.7,-2.3,1.13,4.5,-8.4,1.02,10.9,3.0
CC(C)=NOC(=O)c1ccc(-c2ccccc2)cc1,-4.0,7.4,1.04,-1.3,-8.0,0.926,10.3,-2.3
CC(=O)/C=C(\C)Nc1ccccc1O,-5.1,-1.1,1.05,-7.5,9.9,1.01,1.9,-1.2
CCN(CC)C(=O)c1cn(CCC#N)nc1-c1ccc(F)cc1,6.2,5.2,0.938,8.2,-4.8,0.948,-18.3,0.5
CCc1ccc(-c2csc3ncn(CC)c(=O)c23)cc1,-4.0,5.9,1.04,5.3,-4.8,0.941,9.3,1.0
Cc1sc2ncnc(Sc3nnnn3-c3ccccc3)c2c1C,-5.1,3.3,1.05,5.5,15.4,0.967,-10.4,0.4
COc1ccc(-c2csc(NC(=O)CN3C(=O)CCC3=O)n2)cc1OC,-5.0,-7.2,1.05,0.6,-2.9,1.07,4.3,-0.9
O=C(NC1CCS(=O)(=O)C1)N1CCCCC1 (stereo not given),1.2,-1.6,0.988,5.0,-5.1,1.02,0.0,6.8
COc1cc(C(=O)NNc2nc3cc4c(cc3s2)OCO4)cc(OC)c1OC,-89.5,-7.0,1.9,-2.6,0.4,1.07,53.7,4.3
Cc1nc2ccc(C(=O)N3CCN(c4ccccn4)CC3)cc2s1,10.2,1.9,0.898,-6.6,-2.3,0.981,-8.2,4.0
C=CC[n+]1c(-c2ccc(Cl)cc2Cl)csc1Nc1c(C)n(C)n(-c2ccccc2)c1=O,-8.3,-3.4,1.08,5.4,-4.3,1.03,-5.0,4.0
CCCOc1ccccc1C(=O)N(Cc1ccc(C)o1)C1CCS(=O)(=O)C1 (stereo not given),-19.1,-9.0,1.19,-7.8,-3.4,1.09,20.1,-3.4
O=C(CN1c2cccc3cccc(c23)S1(=O)=O)Nc1ccc(F)c(F)c1F,7.7,1.3,0.923,-3.0,4.9,0.987,-2.0,3.1
Cc1ccc(C)c(N2CCN(CCN3CCCCC3)CC2)c1,-0.7,4.4,1.01,0.5,-2.5,0.956,-5.9,-3.0
Cc1c(OCC(=O)N2CCC(C(=O)NCCCC(=O)O)CC2)ccc2c1oc(=O)c1ccccc12,-21.4,7.6,1.21,-4.9,-3.5,0.924,-4.6,-3.8
CC(=O)Oc1ccc(C23CC4CC(CC(C4)C2)C3)cc1C(=O)O,-18.9,0.2,1.19,nt,nt,0.998,nt,2.5
CC(=O)NCCc1cc2ccc(C)c(C)c2[nH]c1=O,-6.4,0.6,1.06,2.6,2.0,0.994,-13.2,-2.8
O=C(CSc1nncs1)Nc1cc(S(=O)(=O)N2CCOCC2)ccc1N1CCCC1,0.9,6.0,0.991,-9.3,-3.9,0.94,10.8,0.0
C=CCNC(=O)NC(=O)COC(=O)c1nc2nccc(C)n2n1,11.5,3.8,0.885,5.1,-9.7,0.962,-11.2,1.0
COCCn1nnnc1CN1C2CCCC1CC(NC(C)=O)C2 (stereo not given),-4.0,-3.6,1.04,-4.0,-4.8,1.04,-0.3,-3.0
COc1ccccc1N1CCN(C(=O)CSc2nnc3n2C(C)(C)Cc2ccccc2-3)CC1,-0.2,11.9,1,23.2,-27.5,0.881,-16.9,-1.7
COc1ccc(OC)c(Nc2nc(-c3c(C)nc4ncccn34)cs2)c1,3.3,9.5,0.967,-21.5,5.9,0.905,19.1,1.2
Cc1ccc(C2CC(c3ccco3)=NN2S(C)(=O)=O)cc1 (stereo not given),-1.4,-8.0,1.01,-3.4,-6.9,1.08,0.1,-0.3
O=C(O)C(Cc1ccccc1)N1C(=O)/C(=C/c2cccnc2)SC1=S (stereo not given),-14.9,-0.5,1.15,1.8,5.2,1,3.5,1.0
COc1cccc2sc(N3CCN(C(=O)c4cccs4)CC3)nc12,-10.3,7.5,1.1,-7.2,-2.4,0.925,-0.5,3.2
COc1ccc(S(=O)(=O)NC2CCCCC2)cc1C,19.5,5.3,0.805,-3.5,-7.0,0.947,-14.3,0.0
CCCOc1ccc(N2C(=O)CC(N(C(=O)c3ccco3)c3ccc(OCCC)cc3)C2=O)cc1 (stereo not given),-9.2,-4.0,1.09,-1.2,-7.5,1.04,-6.3,2.5
O=C(CN1C(=O)NC2(CCCc3ccccc32)C1=O)NCC(F)(F)F (stereo not given),-5.1,1.7,1.05,7.7,-5.7,0.983,-12.2,-1.6
COc1ccc(NC(=O)CSc2nc(C3CC3)nc3ccccc23)cc1,20.4,5.4,0.796,4.0,-4.2,0.946,-21.8,-0.3
COc1ccc(C(F)(F)F)cc1N/C=C\c1nnnn1-c1ccccc1,-4.6,-0.5,1.05,-3.5,6.6,1,-0.1,-0.5
COc1cccc(NC(C)C(=O)Nc2cc([N+](=O)[O-])ccc2Cl)c1 (stereo not given),3.2,1.8,0.968,-6.6,2.2,0.982,-6.5,0.2
O=C(c1ccco1)N1CCN(C(=O)C2CCN(S(=O)(=O)Cc3ccccc3)CC2)CC1,9.5,6.4,0.905,5.5,-3.9,0.936,-12.1,8.1
CCCN(C(=O)c1nc2nccc(C)n2n1)c1c(N)n(Cc2ccccc2)c(=O)[nH]c1=O,-19.3,-12.2,1.19,0.6,6.5,1.12,-11.9,-2.3
COc1cc(C(=O)N/C(=C\c2cn(C)c3ccccc23)C(=O)NCCCO)cc(OC)c1OC,1.7,-3.2,0.983,-5.1,-9.4,1.03,-14.6,-3.5
O=C(NCCO)c1cc2c([nH]c3ccccc32)c(-c2ccccc2)n1,-0.8,-2.6,1.01,-3.7,1.1,1.03,15.9,-7.9
CCc1nn(C(C)C(=O)NC(C)CCc2ccco2)c(=O)c2cc3occc3n12 (stereo not given),0.9,1.6,0.991,2.2,2.1,0.984,-13.6,0.9
CC(=O)N/C(=C\c1ccccc1)C(=O)OCc1ccc(F)cc1,9.4,17.6,0.906,8.8,-2.5,0.824,-13.5,-3.9
FC(F)Sc1ccc(NC(=S)NC2CCC(NC(=S)Nc3ccc(SC(F)F)cc3)CC2)cc1 (stereo not given),-6.5,-145.1,1.06,-9.2,-1.0,2.45*,-15.8,-2.3
COc1cc2ccccc2cc1C(=O)Nc1ccc(CN2CCOCC2)cc1,-15.2,7.7,1.15,-3.7,-4.1,0.923,7.9,-4.8
Cc1cc2oc(=O)sc2cc1NS(=O)(=O)c1cccc2cccnc12,5.2,6.3,0.948,-3.9,8.0,0.937,-12.2,-3.3
CC1C(=O)N(Cc2ccccc2)c2ccccc2N1C(=O)c1ccccc1 (stereo not given),-5.2,5.4,1.05,1.8,5.5,0.946,14.5,-0.8
O=CN1N=C(c2ccccc2)CC1c1ccc(Cl)cc1 (stereo not given),5.4,4.5,0.946,2.1,-1.0,0.955,-14.8,1.0
N#Cc1cc([N+](=O)[O-])ccc1Oc1cccc(/C=N/NC(=O)c2ccc(Cl)cc2)c1,-16.0,-5.3,1.16,-11.4,0.9,1.05,-5.3,-2.4
CCOC(=O)C(=NC(C)CC)NNc1ccc(Br)cc1 (stereo not given),2.3,0.7,0.977,-5.5,-1.4,0.993,17.4,-1.2
Cc1cccc(OCC(=O)Nc2nc(-c3ccncc3)cs2)c1,-14.3,-13.6,1.14,-14.3,-5.0,1.14,9.2,-0.7
Oc1ccc(NC(=S)Nc2ccc(F)cc2)cc1,-16.2,10.6,1.16,4.8,5.5,0.894,2.3,-1.7
O=C1NCCC/C1=N/Nc1cc(F)ccc1F,-7.4,4.9,1.07,2.2,0.7,0.951,-27.0,1.6
Cc1ccc(NC(=O)NC(=O)CN2CCCC2c2ccc3c(c2)OCCO3)cc1C (stereo not given),15.6,-9.5,0.844,13.5,5.7,1.09,5.2,2.6
COC(=O)C1=C(N)OC2=C(C(=O)CCC2)C1c1ccc2c(c1)OCO2 (stereo not given),-5.6,1.9,1.06,-3.3,-8.4,0.981,8.0,-7.7
CCN(CC)CCCNC(=O)c1cc2c(=O)[nH]c3ccc(C)cc3c2s1,5.8,2.3,0.942,-12.1,15.3,0.977,1.9,5.0
CC(CCc1ccccc1)NC(=O)COC(=O)C1CCC(C(C)(C)C)CC1 (stereo not given),-17.7,-12.8,1.18,-5.8,13.4,1.13,12.5,-2.7
COCCOC(=O)C1=C(C)N(Cc2ccccc2)C(=O)NC1c1cccc(OC)c1OC (stereo not given),-8.6,-5.5,1.09,-10.4,-1.2,1.05,3.9,-3.6
N#CC1(NC(=O)COc2ccccc2[N+](=O)[O-])CCCCC1,6.4,6.1,0.936,5.2,-0.1,0.939,-0.2,47.5*
# Next entries.
SMILES,hIAP block,mIAP inh,hIAP act,ATG4B inhibitor,HKDC1 inh,mIAP activ,PfGluPho inh,APOBEC3A inh
Cc1c(CCO)c(=O)[nH]n1C(=O)c1c(F)cccc1F,-1.6,8.5,1.02,-0.9,-0.6,0.915,-42.7,1.7
Cc1cccc(C(CC(=O)O)NC(=O)C(F)(F)F)c1 (stereo not given),-7.1,-9.2,1.07,-3.9,9.6,1.09,-4.6,-7.2
COc1cc(Nc2ccc(C)cc2)c([N+](=O)[O-])nc1[N+](=O)[O-],8.5,7.2,0.915,5.0,-6.0,0.928,21.7,-3.1
Cc1cccc(NC(=O)/C(C#N)=C/c2ccc(Sc3ccccc3)o2)c1C,5.2,1.4,0.948,21.4,-7.2,0.986,-0.8,0.7
CCC(C)NCC(=O)Nc1cc(S(=O)(=O)N(CC)c2ccccc2)ccc1Cl (stereo not given),9.3,9.2,0.907,24.5,0.2,0.908,17.6,-0.5

# Compound activity deposited in PubChem BioAssay by Sanford-Burnham Center for Chemical Genomics.
